Source: PubChem BioAssay (The Scripps Research Institute Molecular Screening Center)
phage Ecoli inh = growth loss of phage-infected E. coli, primary screen, RecBCD inhibitor project, absorbance, with phage, HTS; inhibition, % at 11.9 µM; hit rate 0.26% among 360,000; in the data active = inhibition above about 11%
PKA-R1A activ = activators of PKA-R1A holoenzyme, primary screen, biochemical, fluorescence polarization, Cy5-IP20, bovine R1A, mouse PKAc; PKA-R1A dissociation; scaled: DMSO 0%, 113 µM cGMP 100%; activation, % at 11.4 µM; cAMP-dependent protein kinase type I-alpha regulatory subunit (Bos taurus) + …; AID 504707, 2011; hit rate 0.083% among 340,000;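 active = percent activation above the mean of all tested compounds plus 3 SD, cut at about 19% in these data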;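 note: higher means more PKAc released from R1A so a rise in polarization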
* marks the source's active call; other numbers are inactive results. This is a subset; rates above refer to the full screens.

`COc1ccc(-c2ccc3[nH]c4c(c3c2)CCN2C[C@H]3[C@H](C)ON(C)[C@H]3C[C@@H]42)cc1` gave phage Ecoli inh -0.1 and PKA-R1A activ 5.
Cc1noc(C)c1NC(=O)N(C)C[C@H]1OCCCC[C@@H](C)Oc2ccc(NS(=O)(=O)c3ccccc3)cc2C(=O)N([C@H](C)CO)C[C@@H]1C was read as phage Ecoli inh 0.6 and PKA-R1A activ -8.
For C[C@@H]1CN([C@H](C)CO)S(=O)(=O)c2ccc(C#Cc3ccccc3)cc2O[C@@H]1CN(C)C(=O)CN(C)C the results were phage Ecoli inh 1.4 and PKA-R1A activ -4.
Screening C#CCN(C[C@@H]1[C@@H](OC(=O)NC2CC2)[C@@H](OC(=O)NC2CC2)Cn2c(=O)n(CCCCCC)c(=O)n21)S(=O)(=O)c1ccc(C)cc1 returned phage Ecoli inh 0.2 and PKA-R1A activ 1.
COc1ccc(N2C[C@H](CSC)[C@@H](CC(=O)Nc3ccccc3)C2=O)cc1 was read as phage Ecoli inh 1.0 and PKA-R1A activ 3.
`CCC/C=C/c1ccc(CN2C(CC(C)C)C(=O)N(Cc3cn(CCC4OCCO4)nn3)CCS2(=O)=O)cc1` (stereo unspecified) gave phage Ecoli inh -0.4 and PKA-R1A activ -12.
Screening CCN(CC)C(=O)C1=C(C)N(Cc2ccc(F)cc2)C(=O)C(CC(=O)NCCc2ccccn2)C1 (stereo unspecified) returned phage Ecoli inh 0.9 and PKA-R1A activ -12.
Screening CC(C)NC(=O)N(C)C[C@H]1OCCCC[C@H](C)Oc2ccc(NS(=O)(=O)c3ccccc3)cc2C(=O)N([C@H](C)CO)C[C@H]1C returned phage Ecoli inh -1.4 and PKA-R1A activ -7.
`C[C@@H](O)CNC(=O)c1[nH]cnc1C(=O)Nc1ccc(CNC(=O)OC(C)(C)C)cc1` gave phage Ecoli inh 2.6 and PKA-R1A activ 5.
CCC1NC(=O)c2cccnc2-n2c1nc1cc(F)ccc1c2=O (stereo unspecified) was read as phage Ecoli inh 3.2 and PKA-R1A activ -2.
Cc1ccc(-c2cnc3c(c2)C(=O)N([C@H](C)CO)C[C@H](C)[C@@H](CN(C)Cc2ccccc2F)O3)cc1 was read as phage Ecoli inh 5.2 and PKA-R1A activ -14.
For C[C@@H]1CCCCO[C@@H](CN(C)C(=O)CCC(F)(F)F)[C@@H](C)CN([C@H](C)CO)C(=O)c2cc(N(C)C)ccc2O1 the results were phage Ecoli inh -0.9 and PKA-R1A activ -2.
COc1ccc(NC(=O)C[C@H]2C(=O)N(C3CCCCC3)C[C@@H]2C)cc1 was read as phage Ecoli inh 3.4 and PKA-R1A activ 9.
`C[C@H](CO)N1C[C@H](C)[C@@H](CN(C)Cc2ccc(C(=O)O)cc2)OCc2cnnn2CCCC1=O` gave phage Ecoli inh 3.2 and PKA-R1A activ -8.
`CC(=O)N(C)C[C@@H]1Oc2ncc(C#Cc3ccc(F)cc3)cc2C(=O)N([C@@H](C)CO)C[C@H]1C` gave phage Ecoli inh 4.8 and PKA-R1A activ 3.
Screening C[C@@H]1CN([C@H](C)CO)S(=O)(=O)c2ccc(C#CCN(C)C)cc2O[C@@H]1CN(C)Cc1ccccc1F returned phage Ecoli inh 2.4 and PKA-R1A activ -5.
Screening Cc1ccc([C@H]2C[C@H](n3cc(COC(=O)c4ccccc4)nn3)[C@@H](O)CN2Cc2cccs2)cc1 returned phage Ecoli inh 1.0 and PKA-R1A activ -3.
Screening CC(C)CC1C(=O)N(Cc2cn(CCC3OCCCO3)nn2)CCS(=O)(=O)N1Cc1ccc(-c2cccc(CO)c2)cc1 (stereo unspecified) returned phage Ecoli inh 3.9 and PKA-R1A activ -4.
O=C1NC(Cc2ccccc2)c2nc3ccc(Br)cc3c(=O)n2-c2cc3ccccc3cc21 (stereo unspecified) was read as phage Ecoli inh 1.9 and PKA-R1A activ 1.
`CCc1cc(-c2nnn(CCC3COCCO3)c2CC)ccc1-c1cn(Cc2ccc3ccccc3c2)nn1` (stereo unspecified) gave phage Ecoli inh 2.1 and PKA-R1A activ -2.

Overlap with the part before: two entries; new compounds follow.
O=C1NC(Cc2ccccc2)c2nc3ccc(Br)cc3c(=O)n2-c2cc3ccccc3cc21 (stereo unspecified) was read as phage Ecoli inh 1.9 and PKA-R1A activ 1.
`CCc1cc(-c2nnn(CCC3COCCO3)c2CC)ccc1-c1cn(Cc2ccc3ccccc3c2)nn1` (stereo unspecified) gave phage Ecoli inh 2.1 and PKA-R1A activ -2.
CC(C)OC(=O)N(C)C[C@@H]1OCc2cn(nn2)CCCC(=O)N([C@H](C)CO)C[C@H]1C was read as phage Ecoli inh -3.1 and PKA-R1A activ -4.
Nc1ccn([C@@H]2O[C@H](CNCc3cccc(OC4CCCC4)c3)[C@@H](O)[C@H]2O)c(=O)n1 was read as phage Ecoli inh 1.0 and PKA-R1A activ -9.
For C[C@@H]1CN([C@@H](C)CO)C(=O)CCCn2nncc2CO[C@@H]1CN(C)C(=O)Nc1ccnc(N2CCOCC2)c1 the results were phage Ecoli inh 3.9 and PKA-R1A activ 3.
COc1ccc(-c2cnc3c(c2)C(=O)N([C@H](C)CO)C[C@@H](C)[C@@H](CN(C)C(=O)NC2CCCC2)O3)cc1 was read as phage Ecoli inh 2.5 and PKA-R1A activ -17.
For O=C1[C@H]2[C@@H](c3ccc(C(F)(F)F)cc3)N[C@]3(CCCN(Cc4ccc(C(F)(F)F)cc4)C3=O)[C@H]2C(=O)N1Cc1ccccc1 the results were phage Ecoli inh 2.0 and PKA-R1A activ -13.
`Cc1cn([C@H]2C[C@H](O)[C@@H](CNC(=O)c3ccccn3)O2)c(=O)[nH]c1=O` gave phage Ecoli inh 1.8 and PKA-R1A activ -6.
For CCC(C)C(CO)NCCCn1cnc2c(OC)ncnc21 (stereo unspecified) the results were phage Ecoli inh 2.6 and PKA-R1A activ 0.
Screening Cc1cccc(NC(=O)c2nc[nH]c2C(=O)Nc2ccccc2F)c1 returned phage Ecoli inh -0.2 and PKA-R1A activ -10.
Screening COC(=O)C[C@@H]1C[C@@H]2c3cc(NS(=O)(=O)c4ccccc4)ccc3O[C@@H]2[C@@H](CO)O1 returned phage Ecoli inh 1.0 and PKA-R1A activ -5.
O=C(c1ccccc1F)N1CCC2CC1c1cc(N3CCCCC3)ccc12 (stereo unspecified) was read as phage Ecoli inh -0.9 and PKA-R1A activ -1.
For Cc1noc(C)c1NC(=O)N(C)C[C@@H]1OCc2ccccc2-c2c(n(C)c3ccccc23)C(=O)N([C@H](C)CO)C[C@H]1C the results were phage Ecoli inh 0.4 and PKA-R1A activ 6.
Screening CCOC(=O)c1ccc(NC(=O)c2ncn3c2C(=O)NC[C@@H]3C)cc1 returned phage Ecoli inh 2.6 and PKA-R1A activ 3.
C[C@H]1CN([C@@H](C)CO)C(=O)c2cc(Br)cnc2O[C@@H]1CN(C)C(=O)Nc1ccc(C(F)(F)F)cc1 was read as phage Ecoli inh 4.3 and PKA-R1A activ 0.
`C#CCN(C[C@H]1[C@H](OC(=O)NCc2ccc(OC)c(OC)c2)[C@H](OC(=O)NCc2ccc(OC)c(OC)c2)C[C@H]2C(=O)N(c3ccccc3)C(=O)[C@@H]12)S(=O)(=O)c1ccc(C)cc1` gave phage Ecoli inh 2.9 and PKA-R1A activ -14.
For C[C@H](CO)N1C[C@H](C)[C@H](CN(C)C(=O)N[C@H](C)c2ccccc2)OCc2ccccc2-c2c(n(C)c3ccccc23)C1=O the results were phage Ecoli inh 2.8 and PKA-R1A activ -5.
C[C@H](CO)N1C[C@H](C)[C@H](CN(C)Cc2ccc(Oc3ccccc3)cc2)Oc2cc(Br)ccc2S1(=O)=O was read as phage Ecoli inh 0.9 and PKA-R1A activ -1.
Screening CCC/C=C/c1ccc(CN2C(C(C)C)C(=O)N(Cc3cn(CCOCOC)nn3)CCS2(=O)=O)cc1 (stereo unspecified) returned phage Ecoli inh -2.0 and PKA-R1A activ -3.
C[C@@H]1CN([C@H](C)CO)C(=O)CCCn2nncc2CO[C@H]1CN(C)C was read as phage Ecoli inh 1.7 and PKA-R1A activ 1.
Screening C[C@@H]1CN([C@@H](C)CO)C(=O)c2cc(Br)cnc2O[C@@H]1CN(C)C(=O)C1CCCCC1 returned phage Ecoli inh 3.0 and PKA-R1A activ -10.
Screening C[C@@H]1CCCCO[C@@H](CN(C)C(=O)CCCN(C)C)[C@@H](C)CN([C@H](C)CO)C(=O)c2cc(NC(=O)CCC(F)(F)F)ccc2O1 returned phage Ecoli inh 4.1 and PKA-R1A activ 8.

Structures shown so far that have bromine, in the order listed:
O=C1NC(Cc2ccccc2)c2nc3ccc(Br)cc3c(=O)n2-c2cc3ccccc3cc21 (stereo unspecified) was read as phage Ecoli inh 1.9 and PKA-R1A activ 1.
C[C@H]1CN([C@@H](C)CO)C(=O)c2cc(Br)cnc2O[C@@H]1CN(C)C(=O)Nc1ccc(C(F)(F)F)cc1 was read as phage Ecoli inh 4.3 and PKA-R1A activ 0.
C[C@H](CO)N1C[C@H](C)[C@H](CN(C)Cc2ccc(Oc3ccccc3)cc2)Oc2cc(Br)ccc2S1(=O)=O was read as phage Ecoli inh 0.9 and PKA-R1A activ -1.
Screening C[C@@H]1CN([C@@H](C)CO)C(=O)c2cc(Br)cnc2O[C@@H]1CN(C)C(=O)C1CCCCC1 returned phage Ecoli inh 3.0 and PKA-R1A activ -10.

(listing goes on)
`O=C(C[C@H]1C[C@@H]2c3cc(NC(=O)Nc4ccccc4)ccc3O[C@@H]2[C@@H](CO)O1)NCC1CC1` gave phage Ecoli inh -0.1 and PKA-R1A activ -11.
For CCCCN1C(=O)C(CC(=O)NCCc2ccccn2)CC(C(=O)N(CC)CC)=C1C (stereo unspecified) the results were phage Ecoli inh 4.5 and PKA-R1A activ 2.
`O=C(OCc1cn([C@@H]2C[C@H](c3ccc(Cl)cc3)N(Cc3cccs3)C[C@H]2O)nn1)c1ccccc1` gave phage Ecoli inh 0.2 and PKA-R1A activ 0.
For C[C@@H]1CN([C@H](C)CO)C(=O)CCCn2nncc2CO[C@@H]1CN(C)C(=O)C1CCCCC1 the results were phage Ecoli inh 3.9 and PKA-R1A activ -5.
Screening O=C(Nc1ccn(CCCNCC(c2ccccc2)c2ccccc2)c(=O)n1)OCc1ccccc1 returned phage Ecoli inh 2.8 and PKA-R1A activ 0.
C[C@@H]1CN([C@@H](C)CO)C(=O)CCCn2cc(nn2)CO[C@H]1CN(C)C(=O)c1ccc2ccn(C)c2c1 was read as phage Ecoli inh -0.6 and PKA-R1A activ 7.
For C[C@@H]1CN([C@H](C)CO)S(=O)(=O)c2ccc(Br)cc2O[C@H]1CN(C)C(=O)C1CCCCC1 the results were phage Ecoli inh 2.3 and PKA-R1A activ -3.
Screening C[C@H](O)[C@@H]1C(=O)N2CCc3ccc(N4CCN(C)CC4)cc3[C@@H]2C[C@@H]1N(C)C(=O)c1ccco1 returned phage Ecoli inh 1.4 and PKA-R1A activ -1.
For O=C(OCc1cn([C@H]2C[C@H](c3ccc(Cl)cc3)N(Cc3cccs3)C[C@@H]2O)nn1)c1ccccc1 the results were phage Ecoli inh 0.6 and PKA-R1A activ -2.
Screening C[C@H](CO)N1C[C@H](C)[C@@H](CN(C)S(=O)(=O)c2ccc(C#N)cc2)OCc2cn(nn2)CCCC1=O returned phage Ecoli inh 3.1 and PKA-R1A activ 5.
C[C@@H]1CN([C@H](C)CO)C(=O)CCCn2nncc2CO[C@H]1CN(C)S(=O)(=O)c1ccc(F)cc1 was read as phage Ecoli inh 1.9 and PKA-R1A activ -5.
CCC1NC(=O)c2cc3ccccc3cc2-n2c1nc1cc(F)ccc1c2=O (stereo unspecified) was read as phage Ecoli inh 1.0 and PKA-R1A activ 0.
`C[C@H](CO)N1C[C@H](C)[C@H](CN(C)S(=O)(=O)c2ccc(F)cc2)OCc2cnnn2CCCC1=O` gave phage Ecoli inh 2.0 and PKA-R1A activ -1.
Screening Cc1ccn2c(Cc3ccccc3)c(-c3ccccc3)nc2c1 returned phage Ecoli inh 2.3 and PKA-R1A activ -3.
COc1ccc([C@H]2C[C@@H](O)[C@H](n3cc(C4CC4)nn3)CN2CC2CCCCC2)cc1 was read as phage Ecoli inh 1.9 and PKA-R1A activ -9.
For CCCCCC(=O)N1C[C@H](n2cc(-c3ccc(F)cc3)nn2)[C@@H](O)C[C@@H]1c1ccc(Cl)cc1 the results were phage Ecoli inh 1.2 and PKA-R1A activ -8.
`O=C(OCc1cn([C@H]2C[C@H](c3ccc(Cl)cc3)N(CC3CCCCC3)C[C@@H]2O)nn1)c1ccccc1` gave phage Ecoli inh 1.2 and PKA-R1A activ -2.
`CCC[C@H]1CN(Cc2cccnc2)C(=O)[C@@H]1CC(=O)Nc1ccc(Br)cc1` gave phage Ecoli inh 1.9 and PKA-R1A activ -7.
For Cc1cccc(-c2ccc3[nH]c4c(c3c2)CCN2C[C@@H]([C@H](C)OC(=O)Nc3ccccc3C)[C@@H](N(C)C(=O)Nc3ccccc3C)C[C@@H]42)c1 the results were phage Ecoli inh 3.4 and PKA-R1A activ -5.
`N#Cc1ccc(S(=O)(=O)NC[C@H]2O[C@@H](n3ccc(N)nc3=O)[C@H](O)[C@@H]2O)cc1` gave phage Ecoli inh 1.4 and PKA-R1A activ 8.
Screening CCOC(=O)N(C)C[C@H]1OCc2cnnn2CCCC(=O)N([C@H](C)CO)C[C@H]1C returned phage Ecoli inh 2.2 and PKA-R1A activ 10.
Screening COc1ccccc1S(=O)(=O)N(C)C[C@@H]1OCc2cnnn2CCCC(=O)N([C@@H](C)CO)C[C@@H]1C returned phage Ecoli inh -0.6 and PKA-R1A activ -5.
Screening Nc1ccn([C@@H]2O[C@H](CNCc3ccc(Oc4cc(-n5cccn5)ncn4)cc3)[C@@H](O)[C@H]2O)c(=O)n1 returned phage Ecoli inh 2.0 and PKA-R1A activ -1.
Screening Cc1ccc(Cc2c(-c3ccccc3)nc3cc(C)ccn23)cc1 returned phage Ecoli inh -3.3 and PKA-R1A activ -14.
Screening CCN(CC)C(=O)C1=C(C)N(CCCN2CCCC2=O)C(=O)C(CC(=O)NCCCN(C)C)C1 (stereo unspecified) returned phage Ecoli inh 2.4 and PKA-R1A activ 3.
